Screening results as filed in PubChem.
AHR act: AHR activators, primary screen, cell-based, luminescence, luciferase reporter, human; Aryl hydrocarbon receptor (Homo sapiens), P35869; AHR-responsive luciferase reporter cells; activation, % at 5 µM; 320,000 tested, 2.5% active; AID 2796, 2010; in the data active = activation above about 47%;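 also: 0% = vehicle wells and 100% = reference agonist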
Target sequence (P35869 whole entry, looked up): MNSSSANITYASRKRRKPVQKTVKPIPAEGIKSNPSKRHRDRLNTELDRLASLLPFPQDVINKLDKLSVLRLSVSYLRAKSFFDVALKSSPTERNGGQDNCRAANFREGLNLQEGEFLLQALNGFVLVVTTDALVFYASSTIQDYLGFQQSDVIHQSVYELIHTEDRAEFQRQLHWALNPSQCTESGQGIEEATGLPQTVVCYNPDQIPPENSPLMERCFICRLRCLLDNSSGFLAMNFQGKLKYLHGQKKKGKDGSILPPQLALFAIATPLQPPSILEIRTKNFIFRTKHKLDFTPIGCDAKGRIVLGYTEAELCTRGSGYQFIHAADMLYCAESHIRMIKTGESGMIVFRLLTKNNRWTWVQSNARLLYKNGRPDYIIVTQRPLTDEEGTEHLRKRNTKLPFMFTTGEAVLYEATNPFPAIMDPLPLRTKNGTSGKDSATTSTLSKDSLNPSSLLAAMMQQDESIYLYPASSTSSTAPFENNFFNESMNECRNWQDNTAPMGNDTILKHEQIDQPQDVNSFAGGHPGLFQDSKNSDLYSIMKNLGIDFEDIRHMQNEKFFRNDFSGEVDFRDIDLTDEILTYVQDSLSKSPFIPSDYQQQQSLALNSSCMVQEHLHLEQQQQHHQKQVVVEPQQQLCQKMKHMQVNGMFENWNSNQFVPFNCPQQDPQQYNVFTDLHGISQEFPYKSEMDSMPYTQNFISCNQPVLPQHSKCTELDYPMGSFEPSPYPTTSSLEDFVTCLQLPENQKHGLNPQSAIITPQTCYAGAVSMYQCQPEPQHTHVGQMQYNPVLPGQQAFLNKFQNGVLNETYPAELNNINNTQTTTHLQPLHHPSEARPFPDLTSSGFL
CIT2 TOR yeast: modulators of CIT2-GFP expression in yeast, primary screen, S. cerevisiae, GFP fusion, multiplex flow cytometry, MLPCN library | S. cerevisiae CIT2-GFP strain, 3 h; 100 means same as DMSO wells | AID 2029, 2009 | 320,000 tested, 0.065% active | GFP response vs DMSO, % at 10 µM;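 active = GFP response relative to DMSO above a set limit, near the screen mean plus 3 SD, cut at about 150% in these data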;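 also: ratio of well median GFP fluorescence to mean of DMSO wells on the plate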
RPL19A TOR yeast: RPL19A-GFP expression modulators in yeast, primary screen, cell-based, S. cerevisiae, multiplex flow cytometry, MLPCN | percent response vs DMSO, % at 10 µM | S. cerevisiae RPL19A-GFP strain, 3 h; stronger effect = lower value | 330,000 tested, 0.3% active | AID 2025, 2009;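 active = percent response vs DMSO below 50%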;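 also: median channel GFP fluorescence of the barcoded RPL19A-GFP strain; ratio of sample median GFP to plate DMSO average so 100% = DMSO; lower means less RPL19A-GFP as with rapamycin TOR inhibition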
LAP4-GFP MLPCN: modulators of LAP4-GFP expression in yeast, primary screen, S. cerevisiae, multiplex flow cytometry, MLPCN library; 3 h; median GFP as percent of DMSO wells; GFP response vs DMSO, % at 10 µM; 320,000 tested, 0.34% active; AID 2023, 2009;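 active = GFP response vs DMSO above a set limit, about the screen mean plus 3 SD, cut at about 150% in these data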
MEP2 TOR yeast: modulators of MEP2-GFP levels in yeast, primary screen, S. cerevisiae, multiplex flow cytometry, MLPCN library. GFP response vs DMSO, % at 10 µM. AID 2016, 2009. S. cerevisiae MEP2-GFP strain, 3 h; 100% = DMSO control level. 330,000 tested, 0.51% active;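 active = GFP response versus DMSO above a set limit, roughly screen mean plus 3 SD, cut at about 180% in these data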;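 also: median GFP fluorescence of the barcode-gated MEP2-GFP cells per well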
CR mimetic SO: reduction of superoxide in aged yeast, primary screen, HTS. 330,000 tested, 0.18% active. superoxide response (% of plate mean), % at 10 µM. AID 2690, 2010. S. cerevisiae aged cells, superoxide DHE fluorescence; stronger effect = lower value;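 active = superoxide response under a set limit, about three screen SD below normal, cut at about 65% in these data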;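 also: yeast aged for seven days with compound at 30 °C before DHE staining; 100% = average MFI of all compound-treated wells on the plate with controls excluded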
AGP1-GFP MLPCN: modulators of AGP1-GFP expression in yeast TOR pathway, primary screen, cell-based, multiplex flow cytometry, S. cerevisiae, MLPCN library; 3 h; GFP as percent of DMSO wells; GFP response vs DMSO, % at 10 µM; 320,000 tested, 0.02% active;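 active = GFP response relative to DMSO above a set limit, near screen average plus 3 SD, cut at about 150% in these data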;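 also: median GFP channel fluorescence of the gated AGP1 strain per well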
Efflux pump mplx: inhibitors of Candida efflux pumps in yeast, primary screen, S. cerevisiae, Nile Red, multiplex; S. cerevisiae Candida pump triplex; inhibition, % at 10 µM; 330,000 tested, 0.44% active; AID 485275, 2010;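 active = plate passing quality check with inhibition over a set limit, or well fluorescence over plate mean plus 4 SD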;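 also: Nile Red retained in pooled yeast measured as flow cytometry median fluorescence; 0% = buffer negative control and 100% = Enniatin B positive control; higher means more Nile Red kept so more efflux inhibition; some compounds called inactive have numbers as strong as hits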
An asterisk follows results filed as active; / = not tested or not shown.

SMILES | AHR act | CIT2 TOR yeast | RPL19A TOR yeast | LAP4-GFP MLPCN | MEP2 TOR yeast | CR mimetic SO | AGP1-GFP MLPCN | Efflux pump mplx
O=C(Nc1cccc(O)c1)c1noc2c1CCCCC2 | 0 | 101 | 97 | 99 | 95 | 91 | 97 | 0.0
CCOC(=O)N1CCN(C(=O)COC(=O)CNC(=O)c2ccc(Cl)cc2Cl)CC1 | 1 | 91 | 98 | 103 | 102 | 87 | 100 | 0.1
CCCN1CCC(N(C)CCc2ccc(OC)c(OC)c2)CC1 | 0 | / | 91 | 87 | 93 | 98 | 96 | -0.1
O=C(NCCCn1ccnc1)c1ccc(-c2ccccc2)cc1 | 15 | 104 | 103 | 108 | 103 | 102 | 105 | 0.1
O=P(CCCCCCCCCP(=O)(c1ccccc1)c1ccccc1)(c1ccccc1)c1ccccc1 | 0 | 106 | 98 | 95 | 97 | 95 | 101 | 0.3
CCOC(=O)c1ccc(NS(=O)(=O)c2cc3c4c(c2)CCN4C(=O)CC3)cc1 | 0 | 99 | 100 | 97 | 102 | 102 | 104 | -0.2
O=C(NCCN1CCN(c2ccccc2)CC1)C1CCN(S(=O)(=O)c2cccc3nonc23)CC1 | 4 | 101 | 107 | 106 | 103 | 113 | 110 | 0.4
Nc1nnc(COc2cccc(C(F)(F)F)c2)s1 | 1 | 93 | 101 | 93 | 94 | 108 | 103 | 0.0
CC(C)CN(C(=O)COC(=O)C1CC1)c1c(N)n(Cc2ccccc2)c(=O)[nH]c1=O | 1 | 118 | 111 | 107 | 106 | 96 | 115 | 0.0
CC1=C(Sc2ccccn2)C(=O)NC(C)(C)C1 | 1 | 99 | 92 | 91 | 101 | 94 | 92 | 0.0
CC(=O)c1ccc(NC(=O)COC(=O)CCC2CCCC2)cc1 | -2 | 110 | 105 | 89 | 97 | 80 | 96 | -0.1
O=C1NC(=Nc2ccccc2)S/C1=C/c1cccs1 | 116* | 106 | 113 | 96 | 107 | 100 | 107 | 0.1
COc1cccc(=O)c2c(C)oc(C)c12 | 6 | 99 | 107 | 105 | 105 | 95 | 104 | -0.1
COC(=O)c1c(NC(=O)c2ccccc2F)sc2c1C(C(=O)OC)CC2 (stereo not drawn) | 3 | 97 | 103 | 101 | 108 | 103 | 98 | 0.0
Cc1ccc(/C=N/NC(=O)c2ccncc2)cc1 | 7 | 102 | 100 | 89 | 102 | 105 | 99 | 0.7
Nc1nc(Cl)cc(NCCc2ccccc2)n1 | 11 | 91 | 103 | 101 | 99 | 101 | 97 | 0.0
O=C(CSc1nc(C2CC2)nc2ccccc12)Nc1cccc(O)c1 | -3 | 100 | 102 | 96 | 105 | 80 | 104 | -0.2
O=C(CS(=O)c1ccc(F)cc1)N1CCOCC1 (stereo not drawn) | 0 | 108 | 111 | 93 | 110 | 96 | 110 | -0.1
C=CCc1cccc(CNc2ccc(S(=O)(=O)Nc3nccnc3OC)cc2)c1O | 2 | 107 | 100 | 94 | 98 | 98 | 102 | -0.1
Cc1ccc(NC(=O)C2CCN(c3cnccn3)CC2)cc1C | 2 | 66 | 96 | 106 | 92 | 111 | 77 | 0.3
O=C(Nc1nnc(CCS(=O)(=O)c2ccc3ccccc3c2)s1)c1ccc([N+](=O)[O-])cc1 | 3 | 97 | 102 | 90 | 96 | 107 | 96 | 0.2
COc1ccc(S(=O)(=O)N2CCC(c3cc(-c4cccc5ccccc45)n[nH]3)CC2)cc1 | 7 | 94 | 99 | 102 | 101 | 104 | 105 | 0.0
CN1C(=S)SC(/[N+]([O-])=C\c2ccco2)C1(C)C (stereo not drawn) | 6 | 109 | 100 | 98 | 100 | 115 | 102 | 0.0
O=C1CC(c2ccc(S(=O)(=O)NC3CC3)cc2)CN1 (stereo not drawn) | -1 | 100 | 101 | 104 | 107 | 97 | 107 | -0.1
Cc1cc(NC(=O)CSc2ccc3nnc(-c4cccc(F)c4)n3n2)no1 | 5 | 91 | 97 | 94 | 98 | 95 | 98 | 0.0
O=C(NCCc1cccc(Cl)c1)c1cccs1 | 2 | 105 | 101 | 109 | 101 | 105 | 102 | 0.0
CN(CCOc1ccccc1)C(=O)c1ccc(Cl)c(S(=O)(=O)N2CCCCC2)c1 | 0 | 95 | 97 | 101 | 98 | 106 | 99 | 0.1
CCCSc1ccc([C@H]2N[C@@](CC(C)C)(C(=O)OC)[C@H]3C(=O)N(C)C(=O)[C@@H]23)cc1 | 0 | 79 | 94 | 94 | 85 | 101 | 80 | 0.1
Cc1ccccc1C(=O)N1CC(=O)Nc2ccc(F)cc2C1c1ccccc1 (stereo not drawn) | 0 | 103 | 100 | 96 | 106 | 121 | 98 | -0.1
CCCCC(=O)NC(=S)NNC(=O)CCc1ccccc1 | 2 | 109 | 101 | 150* | 109 | 102 | 102 | -0.1
COc1ccc([C@H](NC(=O)OC(C)(C)C)C(=O)OC(C)(C)C)cc1 | 0 | 98 | 94 | 102 | 80 | 96 | 97 | 0.0
NC(C(=O)O)C1CC(Cl)=NO1 (stereo not drawn) | -2 | 101 | 88 | 132 | 96 | 99 | 89 | -0.2
O=C(COc1ccc([N+](=O)[O-])cc1)N(Cc1cccs1)C1CCS(=O)(=O)C1 (stereo not drawn) | 0 | 101 | 103 | 97 | 105 | 103 | 106 | -0.1
CCCC(C)C(=O)NCc1ccccc1OC (stereo not drawn) | 9 | 109 | 102 | 93 | 101 | 98 | 99 | -0.2
Cc1ccccc1-c1nc(CS(=O)(=O)CC(=O)N2CCN(C)CC2)c(C)o1 | -2 | 102 | 101 | 93 | 100 | 102 | 103 | -0.4
Cc1ccc(C)c(S(=O)(=O)N2CCN(C(=O)CCNS(=O)(=O)c3ccc(C)c(C)c3)CC2)c1 | 0 | 98 | 97 | 103 | 98 | 115 | 104 | 0.0
COC(=O)[C@@H](N)Cc1ccc(O)c(O)c1 | 0 | 91 | 106 | 111 | 99 | 110 | 95 | 0.1
O=C(Nc1ccc2c(c1)OCCO2)C1CC(O)CN1C(=O)Nc1ccccc1 (stereo not drawn) | -1 | 105 | 99 | 101 | 102 | 87 | 99 | 0.0
COc1ccc(C2C(C(=O)OC3CCCCC3)=C(C)Nc3nnnn32)c(OC)c1OC (stereo not drawn) | -2 | 105 | 104 | 100 | 101 | 94 | 106 | -1.4
O=[N+]([O-])c1cc2c(cc1/C=N/NS(=O)(=O)c1ccc(Br)cc1)OCO2 | 4 | / | 105 | 99 | 107 | 93 | 105 | 0.5
Cc1ccc(SCC(=O)N2CCCC2)cc1 | -11 | 103 | 101 | 107 | 101 | 106 | 104 | -0.1
CCOC(=O)c1c(C)nc(-c2ccccc2)nc1NC(=O)CC | 47* | 100 | 96 | 108 | 113 | 84 | 90 | 0.0
CC(C)N1CCN(C(=O)c2ccc(OC3CCN(CCc4ccccc4)CC3)cc2)CC1 | -1 | 99 | 97 | 96 | 96 | 90 | 95 | 0.3
CCOC(=O)c1cnn(-c2nc(-c3cccc(F)c3)cs2)c1C(F)(F)F | 13 | 108 | 114 | 104 | 103 | 101 | 111 | 0.0
CCCCc1nc(Cl)c(C#N)c2c1CSC(C)(C)C2 | 0 | 96 | 99 | 102 | 102 | 107 | 98 | -0.1
Cn1cccc1/C=N/NC(=O)Cc1cccs1 | -1 | 100 | 99 | 101 | 97 | 89 | 102 | -0.1
COc1cc2nc(=S)n3[nH]c(CCn4c(C)nc5ccccc54)nc3c2cc1OC | 20 | 99 | 97 | 95 | 100 | 98 | 104 | -0.1
COc1ccc(/C=C/C(=O)c2ccc3c(c2)OCO3)cc1OC | 7 | 84 | 100 | 109 | 100 | 75 | 94 | -0.2

Three entries drawn at random from the list so far:
SMILES | AHR act | CIT2 TOR yeast | RPL19A TOR yeast | LAP4-GFP MLPCN | MEP2 TOR yeast | CR mimetic SO | AGP1-GFP MLPCN | Efflux pump mplx
CCOC(=O)c1cnn(-c2nc(-c3cccc(F)c3)cs2)c1C(F)(F)F | 13 | 108 | 114 | 104 | 103 | 101 | 111 | 0.0
O=[N+]([O-])c1cc2c(cc1/C=N/NS(=O)(=O)c1ccc(Br)cc1)OCO2 | 4 | / | 105 | 99 | 107 | 93 | 105 | 0.5
COc1ccc(/C=C/C(=O)c2ccc3c(c2)OCO3)cc1OC | 7 | 84 | 100 | 109 | 100 | 75 | 94 | -0.2

Additional structures.
SMILES | AHR act | CIT2 TOR yeast | RPL19A TOR yeast | LAP4-GFP MLPCN | MEP2 TOR yeast | CR mimetic SO | AGP1-GFP MLPCN | Efflux pump mplx
CCCn1c(N)c(C(=O)CN2CCN(S(=O)(=O)c3cccs3)CC2)c(=O)[nH]c1=O | 2 | 92 | 97 | 99 | 99 | 108 | 105 | 0.1
CC(=O)N1CCN(C(=O)c2cccc(S(=O)(=O)N3CCN(c4ccc(F)cc4)CC3)c2)CC1 | -2 | 104 | 96 | 107 | 96 | 77 | 103 | -0.1
Cc1ccc(C)c(NC(=O)CSc2nnc(-c3n[nH]c4ccccc34)o2)c1 | 20 | 111 | 101 | 95 | 110 | 105 | 100 | -0.1
O=C(NCC(c1cccnc1)N1CCN(c2ccc(F)cc2)CC1)c1ccc2c(c1)OCO2 (stereo not drawn) | 2 | 91 | 94 | 92 | 100 | 92 | 93 | 0.1
COc1ccc(-c2nc(-c3ccncc3)no2)cc1 | / | 89 | 96 | 100 | 100 | 104 | 84 | -0.1
O=[N+]([O-])c1ccc(N=NNc2ccccc2)cc1 | 2 | 106 | 111 | 96 | 112 | 94 | 97 | -0.1
CCOC(=O)Cc1csc(NC(=S)NC(=O)CC(C)C)n1 | -1 | 105 | 115 | 109 | 105 | 100 | 107 | -0.1
CCOC(=O)c1cn2ccc(C)cc2n1 | 1 | 88 | 94 | 87 | 94 | 105 | 90 | 0.0
CCN(CC)S(=O)(=O)c1ccc(C)c(NC(=O)COc2ccc(Br)cc2Cl)c1 | 1 | 111 | 103 | 110 | 112 | 120 | 113 | 0.1
COc1cccc(NC(=O)COC(=O)COc2ccccc2[N+](=O)[O-])c1 | 1 | 99 | 103 | 89 | 115 | 86 | 97 | 0.3
Cc1nc(-c2cccc(S(=O)(=O)N3CCCC(C)C3)c2)cs1 (stereo not drawn) | 2 | 102 | 95 | 98 | 101 | 98 | 82 | 0.1
CCN(c1ccccc1)S(=O)(=O)c1cc([N+](=O)[O-])ccc1N | 0 | 93 | 95 | 103 | 98 | 92 | / | 0.1
O=C(OCn1nnc2ccccc2c1=O)C1CCN(S(=O)(=O)c2cccs2)CC1 | -1 | 82 | 98 | / | 95 | 102 | 97 | -0.4
CCOC(=O)C1=CC[C@@H](c2cccc(C)c2)N(S(=O)(=O)c2ccc(C)cc2)[C@H]1C(=O)OCC | -2 | 98 | 96 | 95 | 99 | 88 | 94 | 0.2
O=C(O)CN1C(=O)/C(=C\c2cccc(OCc3ccc(Cl)cc3Cl)c2)SC1=S | / | 101 | 104 | 104 | 107 | 113 | 94 | 0.0
Cc1nn(Cc2ccccc2)c(C)c1C(=O)N1CCN(CC(=O)Nc2ccccc2Cl)CC1 | 0 | 97 | 95 | 100 | 97 | 108 | 100 | 0.0
CCCCN1CNC(=S)N(CCc2ccccc2)C1 | -1 | 104 | 97 | 103 | 112 | 100 | 100 | 0.0
CC12CCC(C(=O)Nc3c(Cl)cccc3Cl)(C(Br)C1=O)C2(C)C (stereo not drawn) | 0 | 95 | 99 | 92 | 96 | 99 | 92 | -0.2
COc1ccc(N(CC(=O)Nc2ccc3c(c2)OCO3)S(=O)(=O)c2ccccc2)c(OC)c1 | 63* | 104 | 102 | 90 | 99 | 92 | 109 | -0.1
C=CCn1c(COc2ccc(Cl)cc2)nnc1SCC(=O)NCC(=O)OCC | 0 | 114 | 105 | 100 | 107 | 97 | 106 | -0.1
